S1P3 antagonist = S1P3 (human) receptor antagonism; 170,000 compounds, 0.27% hits; CHO S1P3 NFAT-BLA reporter, FRET fluorescence, antagonist mode; Q99500; inhibition, % at 4.98 µM; AID 485;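 active means inhibition above the plate cutoff, the mean inhibition of test wells on that plate plus 3 SD, cut at about 28% in these data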;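 further: cells challenged with S1P at its EC80 of 0.8 µM; blue over green emission ratio from cleaved BLA substrate after 4 h stimulation; 0% = S1P-stimulated wells and 100% = unstimulated DMSO-only wells; some compounds past the cut are filed as inactive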
Lmaj promast = reduces viability of Leishmania major promastigotes; resazurin fluorescence viability; inhibition, % at 10 µM; 200,000 compounds, 9% hits; AID 1063; in the data active means inhibition above about 50%;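 further: promastigotes grown with compound for 44 hours at 28 °C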
PMI act = activators of human phosphomannose isomerase; P34949; purified human PMI, coupled resazurin fluorescence, 20 min; active compounds read high; 1 = vehicle control, 0 substrate-free wells; activation factor at 20 µM; 190,000 compounds, 0.005% hits; AID 1214;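 active means activation factor of 2 or more at 20 µM, relative to plate controls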
Target sequence (P34949 whole entry, looked up): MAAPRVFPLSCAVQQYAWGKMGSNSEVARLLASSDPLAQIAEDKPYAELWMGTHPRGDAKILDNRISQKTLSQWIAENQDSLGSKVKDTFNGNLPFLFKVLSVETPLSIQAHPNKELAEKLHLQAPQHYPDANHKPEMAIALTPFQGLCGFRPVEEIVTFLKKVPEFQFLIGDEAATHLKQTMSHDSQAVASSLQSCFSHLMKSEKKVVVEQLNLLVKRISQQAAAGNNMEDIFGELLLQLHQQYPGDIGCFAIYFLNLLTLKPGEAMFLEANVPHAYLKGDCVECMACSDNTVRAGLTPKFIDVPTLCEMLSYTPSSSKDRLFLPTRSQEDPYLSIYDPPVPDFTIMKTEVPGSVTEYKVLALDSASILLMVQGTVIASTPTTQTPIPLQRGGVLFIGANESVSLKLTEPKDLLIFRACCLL
HMGR II inh = inhibitors of class II HMG-CoA reductase from Enterococcus faecalis; purified E. faecalis HMGR, NADPH absorbance 340 nm kinetic; 190,000 compounds, 0.41% hits; inhibition, % at 10 µM;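 active means inhibition above a set limit, the median over all tested compounds plus 3 SD, cut at about 9.5% in these data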;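 further: enzyme runs in reverse so mevalonate oxidation gives rising NADPH absorbance; 0% = complete reaction with DMSO and 100% = background rate lacking mevalonate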
TNAP inh no acc = blocks human TNAP activity with no phosphate acceptor present | purified TNAP, CDP-star luminescence, 30 min | P05186 | 200,000 compounds, 0.26% hits | inhibition, % at 20 µM;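 active means tissue-nonspecific alkaline phosphatase inhibition above about 50% at 20 µM in the single-dose screen, limit read from the data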;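 further: 0% = DMSO negative control and 100% = EDTA positive control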
Target sequence (P05186 whole entry, looked up): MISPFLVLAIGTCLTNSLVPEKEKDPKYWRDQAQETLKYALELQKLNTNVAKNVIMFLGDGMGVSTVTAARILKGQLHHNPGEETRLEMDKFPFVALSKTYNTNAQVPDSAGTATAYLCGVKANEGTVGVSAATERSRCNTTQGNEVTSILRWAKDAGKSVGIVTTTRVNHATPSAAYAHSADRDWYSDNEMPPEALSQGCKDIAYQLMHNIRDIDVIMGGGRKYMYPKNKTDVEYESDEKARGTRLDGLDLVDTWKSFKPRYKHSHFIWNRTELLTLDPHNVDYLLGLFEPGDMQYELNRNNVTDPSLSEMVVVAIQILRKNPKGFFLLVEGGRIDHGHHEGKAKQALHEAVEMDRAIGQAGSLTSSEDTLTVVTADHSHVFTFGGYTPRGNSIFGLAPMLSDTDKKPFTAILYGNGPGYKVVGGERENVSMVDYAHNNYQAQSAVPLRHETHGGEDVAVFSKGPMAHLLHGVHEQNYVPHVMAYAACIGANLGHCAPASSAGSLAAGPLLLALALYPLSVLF
Hsp70 activator = transcriptional activators of Hsp70 | HeLa Hsp70 promoter luciferase reporter, luminescence; scaled: vehicle 0, proteasome-inhibitor control 100% | activation, % at 10 µM | 200,000 compounds, 0.04% hits;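 active means activation above the mean across all tested compounds plus 3 SD, cutoff set per campaign, cut at about 5.5% in these data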;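 further: 100% = MG132 at 30 µM as the positive control and 0% = DMSO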
PMI act hi M6P = increases human PMI activity with near-saturating mannose 6-phosphate; P34949; coupled PMI enzyme assay, resazurin fluorescence, 20 min; active compounds read high; 1 = untreated enzyme, 0 = substrate-free blank; activation factor at 20 µM; 190,000 compounds, 0.34% hits; AID 1216;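 active means activation factor of 2 or more at 20 µM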
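assay system = human phosphomannose isomerase with PGI, G6PDH, diaphorase coupling enzymes | quantity = 15 ng/mL PMI | incubation = enzyme reaction with compound 20 min at room temperature | medium = HEPES pH 7.4 buffer with MgCl2 and Tween-20 | compound dosing = one concentration, 20 µM, in 1% DMSO | measured by = Diaphorase-driven resazurin-to-resorufin fluorescence, excitation 544, emission 590 nm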
RAM network inh = inhibitors of the yeast RAM network. inhibition, % at 50 µM. 190,000 compounds, 1.8% hits. S. cerevisiae dse1pr::URA3 reporter, 5-FOA growth OD615, 2 d; analog-sensitive cbk1-as2 kinase mutant strain. AID 868;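 active means inhibition above a set limit, 3 SD over mean compound inhibition, cut at about 8.4% in these data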;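 further: 0% = DMSO-only wells with no growth and 100% = 10 µM 1-NA-PP1 full growth; inhibition rescues growth on 5-FOA so higher OD means more RAM inhibition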
TNAP inh hi DEA = inhibitors of human TNAP at high phosphate acceptor concentration | AID 1135 | P05186 | inhibition, % at 20 µM | 200,000 compounds, 0.03% hits | purified TNAP, CDP-star luminescence, 1 M DEA;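 active means over 50% inhibition of tissue-nonspecific alkaline phosphatase at 20 µM in the single-dose screen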;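 further: plate controls were DMSO wells for no effect and EDTA-quenched wells as full inhibition for full effect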
Redox H2O2 prof = compounds producing H2O2 with reducing agent – biochemical, NIH compound library profiling, artefact control for MLSCN library redox annotation, primary screen; DTT-dependent redox cycling H2O2, phenol red/HRP absorbance; 100% = 100 µM peroxide control, 0% = buffer; activation, % at 10 µM; 200,000 compounds, 0.03% hits; AID 878;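 active means activation of at least 50% relative to the plate's high and low controls in the primary single-dose screen; inactive means activation below 50%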;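 further: compound incubated with DTT at 0.8 mM final as the reducing agent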
The depositor's hits bear a star; x = no result given.

Order of results – S1P3 antagonist | Lmaj promast | PMI act | HMGR II inh | TNAP inh no acc | Hsp70 activator | PMI act hi M6P | RAM network inh | TNAP inh hi DEA | Redox H2O2 prof
[1] O=C(CNC(=O)c1ccccc1)Nc1ccc(Br)cc1C(=O)c1ccccc1
    x | -6 | 0.9 | 1 | 2 | 0.0 | 0.9 | -1.4 | -2 | -4.2
[2] CN(C)/C=C/C(=O)C(Cl)(Cl)Cl
    -9 | -3 | 1.3 | -5 | -6 | -0.4 | 1.1 | 0.6 | 0 | -1.5
[3] CC[N+]1(C)CCCC(OC(=O)C(O)(c2ccccc2)c2ccccc2)C1 (centres undefined)
    -8 | -2 | 1 | -8 | -7 | -0.1 | 1 | 0.1 | -1 | 0.5
[4] NP(=O)(OCC(F)(F)F)Oc1ccc(Cl)cc1 (centres undefined)
    -6 | 0 | 1 | -7 | -18 | -0.5 | 1 | 1.6 | -2 | 0.5
[5] CC1(C)OC(c2ccccc2)=C/C(=C/C=C2C(=O)NC(=S)NC2=O)O1
    0 | -4 | 1.3 | -6 | 59* | -0.3 | 1.7 | 18* | 10 | -0.2
[6] O=C(c1ccccc1F)c1cn(Cc2ccccc2)c2ccccc12
    x | 54* | 0.9 | 0 | -10 | -0.1 | 0.9 | 11* | -4 | 1.8
[7] Cc1ccccc1N1C(=O)NC(=O)/C(=C\c2cc(Br)c(N3CCOCC3)o2)C1=O
    13 | -1 | 1.1 | -2 | -13 | 0.2 | 1.1 | 0.0 | 5 | 0.2
[8] NC(=O)C1(N2CCCCC2)CCN(Cc2ccccc2)CC1
    -17 | -2 | 0.9 | -7 | -15 | 0.3 | 1 | 1.7 | -3 | 0.0
[9] O=c1cccc2n1CC1CC2CN(Cc2c(F)cccc2Cl)C1 (centres undefined)
    -16 | -3 | 1.1 | 0 | -10 | -0.2 | 1.1 | 2.4 | -7 | 0.3
[10] CCN(CC)P(=O)(/C=C(\Cl)c1ccccc1)/C=C(\Cl)c1ccccc1
    -11 | 27 | 1.2 | -1 | 4 | 0.0 | 1.1 | 0.1 | -3 | -1.9
[11] C[N+]12CCC(CC1)C(C#N)(N1CCOCC1)C2 (centres undefined)
    3 | -8 | 0.4 | 2 | -1 | 0.1 | 0.9 | 0.1 | -7 | 0.4
[12] COc1ccccc1CCNC1CCC(C)CC1 (centres undefined)
    -2 | 77* | 0.9 | -2 | -11 | -0.2 | 0.9 | 1.0 | -2 | -0.1
[13] N=C1c2ccccc2CN1CC(=O)c1ccccc1
    3 | -3 | 1.1 | -5 | -7 | 0.0 | 1.1 | -1.3 | -4 | 0.0
[14] O=C(C1CCN(S(=O)(=O)c2ccccc2)CC1)N1CCC2(CC1)OCCO2
    x | -6 | 0.9 | -1 | -11 | -0.4 | 0.9 | 0.0 | -7 | 0.2
[15] N=C1c2ccccc2CN1NC(=O)c1ccc(Br)cc1
    -9 | 6 | 1 | -3 | -6 | -0.1 | 1 | 0.8 | -6 | -0.3
[16] CNC(=O)Oc1ccc(-c2cn3cc(Cl)ccc3n2)cc1
    -3 | 23 | 1 | -7 | -10 | -0.4 | 1 | 3.4 | -11 | -0.2
[17] CCC(=NCCCn1ccnc1)c1c(O)n(Cc2ccccc2)c(=O)[nH]c1=O
    x | 3 | 0.9 | -8 | -11 | -0.1 | 1 | 1.2 | 0 | 0.3
[18] O=C(Nc1ccc(Cl)cc1)O/N=C(\c1ccccc1)c1ccccn1
    x | -8 | 1 | -5 | 0 | -0.2 | 0.9 | -0.1 | 0 | -7.0
[19] CC(=O)OC1(Cc2ccccc2)CN2CCC1c1ccccc12 (centres undefined)
    x | 63* | 1 | -2 | -5 | 0.1 | 1 | 0.4 | 2 | 1.4
[20] CCC(=O)CC(c1ccccc1)c1c(O)c2ccccc2sc1=O (centres undefined)
    -6 | 30 | 1 | -2 | -12 | -0.4 | 1 | 2.0 | -6 | 0.0

Screen by screen, quoted from above:
Entries 5 to 8 in RAM network inh, in turn: 18*, 11*, 0.0, 1.7
Entries 5 to 8 in Lmaj promast, in turn: -4, 54*, -1, -2

Remaining list, next part:
Order of results – S1P3 antagonist | Lmaj promast | PMI act | HMGR II inh | TNAP inh no acc | Hsp70 activator | PMI act hi M6P | RAM network inh | TNAP inh hi DEA | Redox H2O2 prof
[21] CCC(=Nc1ccc2c(c1)CCC2)c1c(O)n(C2CCCCC2)c(=O)[nH]c1=O
    -2 | 43 | 1 | -4 | -1 | 0.0 | 1 | 2.6 | -4 | 1.6
[22] COc1ccccc1-n1c(-c2cccs2)nc2ccccc2c1=O
    0 | 15 | 1.1 | -4 | -7 | 0.1 | 1.1 | 0.3 | -6 | -1.2
[23] O=c1c2ccccc2nc(-c2ccc(-c3ccccc3)cc2)n1-c1ccncc1
    x | 73* | 0.7 | -3 | -8 | 0.3 | 0.7 | -1.1 | -1 | 1.9
[24] COC(=O)C(O)(c1ccc(N=Cc2ccccc2O)c(C)c1)C(F)(F)F (centres undefined)
    -10 | -5 | 1 | -3 | -8 | -0.5 | 1 | 1.8 | -4 | -0.1
[25] CC(=O)OC1N=C(c2ccccc2)c2cc(Br)ccc2NC1=O (centres undefined)
    x | 85* | 1 | -7 | -7 | -0.3 | 1.1 | -0.4 | 0 | 1.9
[26] Cc1cc(C(=O)NP(=O)(N2CCOCC2)N2CCOCC2)c(C)n1C1CC1
    -16 | -9 | 1 | -8 | -17 | 0.2 | 1 | -0.1 | -3 | 0.6
[27] N#Cc1c(Cl)nc(Cl)c2c1CCN(Cc1ccccc1)C2
    -5 | 10 | 1.3 | 4 | -6 | 0.1 | 1.2 | 0.0 | -3 | 0.1
[28] O=C1c2ccccc2C(=O)N1Cc1nc2ccccc2c(=O)n1-c1ccccn1
    -20 | 0 | 1 | -1 | 6 | 0.2 | 1.1 | 1.1 | 3 | 0.9
[29] CC(C)c1ccc(N2C(=O)NC(=O)/C(=C\C=C\c3ccco3)C2=O)cc1
    5 | 67* | 1.5 | -2 | 10 | 0.8 | 1.8 | 6.4 | 2 | -0.7
[30] CCCCC(=O)N/N=C/c1c(O)n(Cc2ccco2)c(=O)[nH]c1=O
    -6 | -7 | 0.9 | -7 | 69* | -0.5 | 1.2 | 1.0 | 1 | -0.5
[31] S=C(c1ccc(Cl)cc1)N1CCOCC1
    -4 | -5 | 1 | -2 | -16 | -0.3 | 1 | 1.3 | -6 | -1.4
[32] O=C1C2(c3ccccc3)CN3CN(C2)CC1(c1ccccc1)C3
    x | -2 | 0.9 | -5 | -15 | -0.4 | 1 | 0.5 | -4 | 0.1
[33] Nc1c(C(=O)NCc2ccco2)c2nc3ccccc3nc2n1CCN1CCOCC1
    x | 7 | 1.1 | -2 | 10 | -0.1 | 1.1 | -0.9 | 0 | 0.2
[34] Cc1nonc1OCCNCCNc1ccc([N+](=O)[O-])c2cccnc12
    -4 | 17 | 1 | -2 | 40 | 0.4 | 0.6 | 2.8 | 25 | -0.1
[35] S=P(Nn1cnnc1)(c1ccc(Br)cc1)c1ccc(Br)cc1
    -4 | 6 | 1 | -7 | -17 | -0.2 | 1 | 1.5 | -6 | 1.1
[36] C=CCn1c(O)c(C(C)=Nc2ccc(NC(C)=O)cc2)c(=O)[nH]c1=O
    -10 | 0 | 1.1 | -1 | -13 | -0.1 | 1.1 | -0.5 | -6 | 0.0
[37] CC1CCCN(CC(=O)N2CCCc3ccccc32)C1 (centres undefined)
    x | -3 | 1.1 | -9 | -5 | -0.6 | 1.1 | -1.1 | 1 | 0.0
[38] O=c1c2ccccc2nc(-c2ccccc2)n1-c1cccnc1
    x | 0 | 1 | -7 | -8 | 0.0 | 1.1 | -0.7 | -5 | -3.9
[39] Cc1ccccc1NC1(C#N)CCCCC1
    -5 | -5 | 1 | -7 | -16 | -0.3 | 1 | -0.1 | -5 | -0.3
[40] COc1ccc(CCn2c(O)c(C=NCc3ccc4c(c3)OCO4)c(=O)[nH]c2=O)cc1OC
    -10 | -1 | 1 | -4 | -8 | 0.2 | 0.9 | 2.9 | -6 | 6.5

Random excerpt: three entries already listed, in no set order.
Order of results – S1P3 antagonist | Lmaj promast | PMI act | HMGR II inh | TNAP inh no acc | Hsp70 activator | PMI act hi M6P | RAM network inh | TNAP inh hi DEA | Redox H2O2 prof
[34] Cc1nonc1OCCNCCNc1ccc([N+](=O)[O-])c2cccnc12
    -4 | 17 | 1 | -2 | 40 | 0.4 | 0.6 | 2.8 | 25 | -0.1
[22] COc1ccccc1-n1c(-c2cccs2)nc2ccccc2c1=O
    0 | 15 | 1.1 | -4 | -7 | 0.1 | 1.1 | 0.3 | -6 | -1.2
[29] CC(C)c1ccc(N2C(=O)NC(=O)/C(=C\C=C\c3ccco3)C2=O)cc1
    5 | 67* | 1.5 | -2 | 10 | 0.8 | 1.8 | 6.4 | 2 | -0.7

(further entries)
Order of results – S1P3 antagonist | Lmaj promast | PMI act | HMGR II inh | TNAP inh no acc | Hsp70 activator | PMI act hi M6P | RAM network inh | TNAP inh hi DEA | Redox H2O2 prof
[41] Cc1nc2ccccc2c(=O)n1-c1ccccc1[N+](=O)[O-]
    -19 | 4 | 1 | -4 | -6 | 0.0 | 1 | 0.0 | -4 | 0.2
[42] O=c1c2ccccc2nc(CN2CCOCC2)n1-c1ccccc1F
    -34 | -1 | 0.9 | -4 | -7 | 0.7 | 1 | 0.6 | -7 | 0.3
[43] CCOc1cc(C2NCc3ccccc3-n3cccc32)ccc1O (centres undefined)
    14 | 99* | 1 | -1 | -3 | -0.3 | 0.9 | -0.3 | -1 | 0.0
[44] Cc1ccnc(-n2c(C)cc(C=C3C(=O)N(C)C(=S)N(C)C3=O)c2C)c1
    x | 51* | 0.8 | -2 | 6 | -0.1 | 0.6 | 1.1 | 1 | -0.2
[45] Cc1ccc(N)c(C(=O)c2ccc(Br)cc2)c1
    12 | 4 | 1 | -1 | -12 | 0.2 | 0.9 | -2.0 | -2 | -0.1
[46] O=c1c2cc(Cl)cc(Cl)c2nc(CN2CCOCC2)n1-c1ccccc1F
    -22 | 12 | 1 | -2 | -8 | -0.1 | 1.1 | 0.7 | -4 | -0.8
[47] COc1ccc(C(=O)N2CCCC2=O)cc1
    -5 | -6 | 1.1 | 8 | -7 | -0.3 | 1.1 | 0.8 | -2 | -0.3
[48] C/C(=N\Nc1ccccc1)c1c(O)n(C)c(=O)n(C)c1=O
    -9 | 76* | 1.6 | 0 | 3 | -0.3 | 2.5* | -0.8 | 1 | 0.4
[49] CN1/C(=C\C=C\C2=[N+](C)c3ccc4ccccc4c3C2(C)C)C(C)(C)c2ccccc21
    x | 98* | 0.7 | 5 | 32 | 0.0 | 0.9 | -0.9 | 35 | 1.2
[50] O=c1c2ccc(Cl)cc2[nH]c(=S)n1-c1cccnc1
    -19 | 0 | 1.1 | -3 | -14 | -0.2 | 1 | 16* | -5 | -0.5
[51] Cc1ccc(S(=O)(=O)NC(Cc2cnc[nH]2)C(=O)O)cc1 (centres undefined)
    -11 | 27 | 1.1 | 4 | -2 | 0.0 | 1 | 1.1 | -2 | -0.3

Assay outcomes deposited in PubChem BioAssay by several laboratories.

An excerpt. The share of hits here may be higher or lower than overall.
